Compound activity deposited in PubChem BioAssay by Sanford-Burnham Center for Chemical Genomics.
mouse EphA4 binding: EphA4 ligand-binding antagonists – biochemical, colorimetric, mouse EphA4, primary screen (AID 689); 0.1% of 62,000 active; one-dose inhibition, % at 10 µM; IC50 in µM for titrated hits; EphA4-AP binding to KYL peptide, pNPP A405; higher % means a stronger effect; in the data active means a potency from the dose series; inactive means the rest, 99 in 100 with inhibition below about 22%
* = called active by the depositor. These rows are one share of the data (hit frequency here may not be typical).

SMILES	mouse EphA4 binding
Cc1[nH]nc2c1C(c1ccsc1C)C(C#N)=C(N)O2 (centres undefined)	-17.6%
COc1ccc(-c2cc(C(=O)Nc3ccccc3Cl)c3ccccc3n2)cc1	9.8%
O=C1C2ON(c3ccccc3)C(c3ccc(OC(F)F)cc3)C2C(=O)N1c1ccccc1C(F)(F)F (centres undefined)	0.8%
CCS(=O)(=O)N1CCC(C(=O)NCCCN2CCCC2)CC1	-18.8%
CC(Oc1ccc(-c2ccccc2)c(F)c1)c1ccn(S(=O)(=O)c2ccc(Br)cc2)n1 (centres undefined)	4.6%
CCCCC1S/C(=N/N=C/c2ccc(OC)cc2)N(Cc2ccc(OC)cc2)C1=O (centres undefined)	-1.2%
C=CCn1c(SCn2nnc3ccccc3c2=O)nc2scc(-c3cccs3)c2c1=O	9.3%
CCC1=NN2C(=N)/C(=C/c3ccc(OCc4ccc(Br)cc4)c(OC)c3)C(=O)N=C2S1	-4.9%
CCOC(=O)N1CCN(S(=O)(=O)c2c(C)cc(C)cc2C)CC1	-5.0%
Cc1ccc(CNC(=O)c2ccccc2NC(=O)CSc2nnnn2C)cc1	-4.6%
O=C(/C=C/c1cc([N+](=O)[O-])ccc1OC(F)F)NCc1ccc(Cl)cc1	-4.8%
CC1=C(C#N)C(Nc2cccc(C)n2)(C(F)(F)F)C(=O)N1 (centres undefined)	4.0%
O=c1oc2cc(Br)ccc2n1CSC1=NCCS1	-6.1%
COC(=O)CN1C(=O)/C(=C\c2ccc(Br)cc2)SC1=S	1.4%
CCn1cc(C(=O)NCC2CCCO2)c(=O)c2cc(S(=O)(=O)N3CCC(C)CC3)ccc21 (centres undefined)	-9.3%
Cn1cc(C(=O)Nc2cccc(F)c2)cn1	-10.7%
CC1Cc2ccccc2N1C(=O)C1CCCN(S(=O)(=O)c2cccc3nsnc23)C1 (centres undefined)	-18.0%
COc1ccc(S(=O)(=O)NCCC(=O)NCc2ccc(F)cc2)cc1	-1.7%
CCOC(=O)Cn1c(=O)oc2cc(S(=O)(=O)N(C)Cc3ccco3)ccc21	-25.6%
CCOC(=O)N1CCC(N2Cc3cccc(C(=O)Nc4ccc(F)cc4)c3C2=O)CC1	0.3%
CCOC(=O)Cc1csc(N/N=C\c2cccc(Br)c2)n1	-1.5%
CCCOC(=O)C(C)n1c(-c2ccccc2)nc2ccccc2c1=O (centres undefined)	-11.4%
Cc1cccc(OCC(=O)O/N=C(\N)c2ccccn2)c1C	-2.6%
Cc1ccc(C(=O)CC(C(=O)O)n2cccn2)cc1 (centres undefined)	-9.6%
CCOC(=O)CSc1nc2ccccc2c(=O)n1Cc1ccco1	-4.8%
O=C(O)C1CCN(C(=O)COc2ccc3c4c(c(=O)oc3c2)CCC4)CC1	-9.5%
CCCNC(=O)NC(=O)COC(=O)c1oc2ccc(OCC)cc2c1C	-0.2%
COc1ccc(OCC(=O)NNC(=O)c2ccccn2)cc1	-8.1%
CSc1nnc(-c2cnccn2)n1CCCN1CCCC1=O	-9.4%
COC(=O)c1ccc(-c2ccc(/C=c3/sc4nc5ccccc5n4c3=O)o2)cc1	2.8%
COc1cc(NC(=O)c2ccccc2)c(Cl)cc1NC(=O)c1ccc(Cl)c(Cl)c1	-8.2%
Cc1cc(C)c(NC(=O)Cn2nnc(C(=O)NCc3cccs3)c2N)c(C)c1	-8.6%
Cc1ccc(CS/C(Nc2ccccc2C)=C(\C#N)C(=O)NCc2ccco2)c(C)c1	5.7%
COc1ccc(N=Cc2sc3ccccc3c2Cl)cc1	-14.3%
COc1ccc(S(=O)(=O)NC2(C(F)(F)F)N=C3SCCN3C2=O)cc1 (centres undefined)	-8.0%
CCOc1ccc(-n2c(=O)c3sccc3n(CC(=O)NCc3ccco3)c2=O)cc1	4.3%
COc1ccc(CCNc2ncnc3c2oc2ccccc23)cc1OC	-14.2%
O=C(Cn1c(=O)oc2cc(S(=O)(=O)N3CCCCC3)ccc21)N1CCc2ccccc21	-7.6%
CCCOc1ccc(OCCNC2CCCC2)cc1	2.0%
O=C(NC1CC1)C1C2C3C4CC5C3C5C4C12 (centres undefined)	-15.8%
Nc1ccccc1SCC(=O)Nc1ccc(N2CCOCC2)cc1	-13.3%
CCN=C1S/C(=C\c2ccc(Sc3ccc(Cl)cc3)o2)C(=O)N1CC	4.8%
COC(=O)c1ccccc1NC(=O)Oc1ccc(F)cc1	-14.2%
O=C(NC1CCCC1)c1cccnc1N1CCCCCC1	-3.3%
CCOc1ccc(C(=O)/C=C/c2ccccc2C(F)(F)F)cc1	-21.6%
O=C(CC(NS(=O)(=O)c1ccc(Cl)cc1)c1ccco1)NCc1cccnc1 (centres undefined)	-8.4%
CN(C)S(=O)(=O)c1ccc(C(=O)N2CCN=C2SCc2cccnc2)cc1	-5.8%
COC(=O)c1cnn(C(=O)c2cc(OC)ccc2Br)c1N	-6.6%
CCCc1nc2ccccc2c(C(=O)OC2CCOC2=O)c1CC (centres undefined)	8.4%
CC(=O)c1cccc(NC(=O)CCS(=O)(=O)c2cccc3nsnc23)c1	-8.9%

Among those listed so far, 2 have a COOH group.
SMILES	mouse EphA4 binding
Cc1ccc(C(=O)CC(C(=O)O)n2cccn2)cc1 (centres undefined)	-9.6%
O=C(O)C1CCN(C(=O)COc2ccc3c4c(c(=O)oc3c2)CCC4)CC1	-9.5%

Next part:
SMILES	mouse EphA4 binding
Cc1cc(NC(=O)CSc2nnc(COc3ccccc3)n2Cc2ccco2)no1	-10.5%
COC(=O)C1=C(COc2ccc(F)cc2)NC(=O)NC1c1ccc(C)cc1C (centres undefined)	-7.6%
O=C(Nc1ccc(Cl)cc1)NC1CCCc2ccccc21 (centres undefined)	-6.3%
CCOC(=O)C(NC(C)=O)C(=O)O (centres undefined)	-7.9%
CCOC(=O)N1CCN(C(=O)C(NC(=O)C2CCC(C)CC2)C(C)C)CC1 (centres undefined)	16.0%
CC(C)CCN1C(=O)CCC1(C)C(=O)NC1CCCCCCC1 (centres undefined)	0.1%
O=C(CS(=O)(=O)Cc1ccccc1)N1CCN(C(=O)c2ccco2)CC1	-21.0%
N#C/C=C\Oc1ccc(Cl)cc1N	4.8%
CCOC(=O)c1cnc(SC2CC(=O)N(c3cccc(OC)c3)C2=O)nc1N (centres undefined)	-9.8%
O=C(NC1CCS(=O)(=O)C1)c1cnccn1 (centres undefined)	-5.3%
Cc1ccc(-c2nc3ccccn3c2NC(=O)c2ccco2)cc1	-8.3%
COc1cc(OC)cc(-c2nc3nc(C)c(CCC(=O)NCc4ccco4)c(C)n3n2)c1	3.4%
CC1C(=O)C(C)C(c2ccc3c(c2)OCO3)NC1c1ccc2c(c1)OCO2 (centres undefined)	-7.4%
CCOC(=O)C1CCCN(c2nc3ccccc3nc2C(C#N)C(=O)OCC)C1 (centres undefined)	23.7%
CCOc1cc(NC(=S)Nc2cccc(C)c2)c(OCC)cc1NC(=O)CC(C)C	6.1%
Cc1[nH]n(-c2ccccc2)c(=O)c1CCOC(=O)c1cccc(C(F)(F)F)c1	-9.1%
Cn1c(=O)n(Cc2ccc(F)cc2)c(=O)c2c1nc1n2CCCN1C1CCCCC1	-10.3%
Cc1cc(C)c(NC(=O)OCCN2CCOCC2)c(C)c1	-6.5%
O=C(c1ccc(Cl)c(Cl)c1)c1cnc(Nc2ccccc2)s1	-8.0%
COc1cc(Cl)c(C)cc1NC(=O)CSc1nnc(-c2cccnc2)n1Cc1ccco1	-20.5%
COc1ccc(CCN2C(=O)c3cccnc3C2=O)cc1OC	-12.7%
C=CCOc1ccc(CNC(C)(C)C)cc1OC	6.7%
Cc1nnc(NC(=O)c2oc3cc(C)c(C)cc3c2C)s1	13.6%
CC(C)=C1SC(N2CCN(Cc3ccccc3)CC2)=NC1=O	-13.6%
COc1cc(OC)cc(C(=O)NC2CCN(Cc3nnnn3Cc3cccs3)CC2)c1	10.6%
O=C(CC1C(=O)N(c2ccc(Cl)cc2)C(=S)N1CCc1ccncc1)Nc1ccc(F)cc1 (centres undefined)	-0.9%
Cc1nc(SC2C=CS(=O)(=O)C2)n[nH]1 (centres undefined)	-12.8%
COc1ccc(/C=C(\NC(=O)c2ccc(OC)c(OC)c2)C(=O)NCCc2c[nH]c3ccccc23)cc1	-1.3%
O=C(OCc1cn(-c2ccc(Cl)cc2)nn1)c1ccccc1	0.4%
Cn1c(SCC(=O)N/N=C/C=C\c2ccco2)nc2ccccc21	6.9%
N#CC1=C2SCN(c3ccc(F)cc3)CN2C(=O)CC1c1cccc(F)c1 (centres undefined)	-10.5%
Cc1cc(C(=O)N2CCN(Cc3ccccc3)CC2)on1	-2.4%
Cc1cc(C)nc(SCC(=O)N2c3ccccc3-c3c(ssc3=S)C2(C)C)n1	-9.1%
Cn1c(SCc2nc3ccccc3n2CCO)nc2ccccc21	-12.7%
Cc1ccc(-c2cc(N)n3nc(-c4ccc(C)cc4)cc3n2)cc1	-0.2%
CCN(CC)CC(=O)Nc1ccc2c(c1)Nc1ccccc1CC2	3.5%
CCOC(=O)c1cccc(NC(=O)Cn2c(CC(=O)NC)nc3ccccc32)c1	-6.3%
Clc1ccc(-c2cc(CSc3ccccc3)on2)cc1	0.8%
CC1Cc2ccccc2N1C(=O)CSc1nnc(CSc2ncccn2)n1C (centres undefined)	-12.1%
COc1ccc(C(C)(C)C)cc1NC(=O)COC(=O)c1cnc(C)cn1	-3.9%

Overlap with the part before: 4 compounds, followed by the next part.
SMILES	mouse EphA4 binding
CCOC(=O)c1cccc(NC(=O)Cn2c(CC(=O)NC)nc3ccccc32)c1	-6.3%
Clc1ccc(-c2cc(CSc3ccccc3)on2)cc1	0.8%
CC1Cc2ccccc2N1C(=O)CSc1nnc(CSc2ncccn2)n1C (centres undefined)	-12.1%
COc1ccc(C(C)(C)C)cc1NC(=O)COC(=O)c1cnc(C)cn1	-3.9%
CCOC(=O)N1CCN(Cc2cn3ccccc3n2)CC1	-8.8%
CCN(CC)CCNC(=O)C(C)c1nn(C)c(=O)c2ccccc12 (centres undefined)	1.7%
CCOC(=O)c1ccc(NC(=O)Cn2nnc(-c3ccccc3)n2)cc1	6.0%
O=C1/C(=C\c2cccc(C(F)(F)F)c2)SC(=S)N1c1cccc(Cl)c1	-0.7%
CCCc1n[nH]c(=O)[nH]1	-8.2%
O=C(O)Cn1nnc(-c2cccs2)n1	-4.5%
O=C1C2CCCN2c2ccc(S(=O)(=O)N3CCOCC3)cc2N1Cc1ccccc1F (centres undefined)	-7.3%
Cc1ccc(-c2noc(CCC(=O)N(C)c3ccccc3C)n2)cc1	-1.2%
c1cc2nnnn2nc1N1CCCCC1	-11.1%
N#Cc1c(-c2ccc(Cl)cc2Cl)nc2n(c1=O)CCS2	-10.3%

Single values from the entries so far:
Cn1c(SCC(=O)N/N=C/C=C\c2ccco2)nc2ccccc21 in mouse EphA4 binding reads 6.9%
Cc1cc(NC(=O)CSc2nnc(COc3ccccc3)n2Cc2ccco2)no1 in mouse EphA4 binding reads -10.5%

More results.
SMILES	mouse EphA4 binding
Cc1nn(-c2ccc(F)cc2)c(Cl)c1/C=C(\CC(=O)O)c1nc2ccccc2s1	0.6%
NC(=O)[C@H]1CC2(CC(c3cccc(NC(=O)c4ccccc4)c3)=NO2)CN1C(=O)[C@H]1CCC(=O)N1 (some centres undefined)	-9.1%
CC[n+]1cc(-c2ccccc2)nc(N2CCOCC2)n1	-10.5%
COc1ccc(N2C(=O)NC(=O)/C(=C/c3cc(Cl)c(OCCOc4ccccc4)c(OC)c3)C2=O)cc1	10.5%
CSc1nc(SCC(=O)NC(c2ccccc2)c2ccccc2)c2c3c(sc2n1)CN(C)CC3	-9.1%
CCOC(=O)c1[nH]c(C)c(C(=O)N(CC)CC)c1C	9.5%
O=C(CSc1n[nH]c(-c2cccs2)n1)N1CCCc2ccccc21	-5.5%
Cc1ccccc1S(=O)(=O)c1c(C)cc(C)n(C(C)C)c1=O	-1.2%
O=C(O)C(CCCCN1C(=O)c2ccccc2C1=O)N1C(=O)c2ccccc2C1=O (centres undefined)	11.1%
COc1ccc(OC)c(NC(=O)CCN2CCN(Cc3ccccc3)CC2)c1	-4.0%
CCN(CC(F)(F)C(F)F)S(=O)(=O)c1ccc(NC(=O)OC)cc1	1.0%
COc1cccc(/C=C2/C=C(c3ccc(C)cc3)OC2=O)c1	2.6%
Cc1ccc2[nH]c3c(NCc4ccco4)ncnc3c2c1	-20.8%
Cn1c(SCc2cc(=O)[nH]c3ccccc23)nnc1-c1ccco1	-9.7%
CC(C)(C)NCCCCOc1ccc(F)cc1	6.1%
CC(C)N(CCc1ccncc1)C(=O)Nc1ccc(F)cc1	11.5%
CCOC(=O)c1cnc2cc(C)nn2c1-c1ccccc1	-18.7%
COn1c(SCc2ccc(Cl)cc2)nc2ccccc2c1=O	0.7%
COCC(=O)N(C)c1nnc(-c2cnc(C)cn2)s1	0.8%
CCN(CC)c1ccc(/C=C2/C(=O)NN(c3ccccc3)C2=O)cc1	8.1%

Some of these compounds in order of their number in mouse EphA4 binding, highest first:
mol | mouse EphA4 binding
COc1cccc(/C=C2/C=C(c3ccc(C)cc3)OC2=O)c1 | 2.6%
CCN(CC(F)(F)C(F)F)S(=O)(=O)c1ccc(NC(=O)OC)cc1 | 1.0%
CCOC(=O)c1cnc2cc(C)nn2c1-c1ccccc1 | -18.7%

Following part
SMILES	mouse EphA4 binding
O=C(C/C(=N/O)c1ccccc1O)C(F)F	-3.4%
COCCN1C(=O)C(=O)/C(=C(/O)c2ccccc2)C1c1ccccc1OC (centres undefined)	-4.4%
O=C(CN1C(=O)CCC1=O)Nc1nc(-c2ccccn2)cs1	-8.4%
COc1ccc(N2C(=O)NC(=O)/C(=C/c3cccc(OCCOc4ccccc4)c3)C2=O)cc1	9.4%
O=C(O)c1cc(NC(=O)c2ccc3c(c2)C(=O)N(C2CCCCC2)C3=O)cc(C(=O)O)c1	-8.1%
O=C(COc1ccc(Cl)cc1Cl)NS(=O)(=O)c1ccccc1	-0.3%
